# Screening results (PubChem)
# human PMI inhibitors – MPI inhibition at elevated mannose 6-phosphate – biochemical, fluorescence intensity, high mannose 6-phosphate, primary screen (AID 1220); recombinant PMI enzyme, coupled fluorescence intensity; higher % means a stronger effect; 0.66% of 190,000 active; one-dose inhibition, % at 20 µM; IC50 in µM for titrated hits
# WT yeast gro inh – growth inhibition of WT yeast, mitochondrial fusion screen. AID 1362. 2.1% of 190,000 active. inhibition, % at 10 µM. mitochondrial fusion phenotypic screen, WT strain; in the data active = inhibition above about 58%; tested in S. cerevisiae
# TNAP activation fold – human TNAP enzyme activators, primary screen, biochemical, luminescent, no phosphate acceptor, uHTS (AID 1001) | purified TNAP, luminescent activation assay, no phosphate acceptor; higher activation fold means a stronger effect | 0.03% of 200,000 active | activation fold at 20 µM; hits with a dose series show EC50 in µM; in the data active = activation fold from about 3, or a potency from the dose series; inactive = the rest, 99 in 100 with activation fold below about 1.6; also: many of its hits are not listed in these tables
# human PMI inhibition – MPI enzyme activity inhibition – biochemical, fluorescence intensity, coupled assay, primary screen (AID 1209); purified PMI enzyme, coupled fluorescence intensity; higher % means a stronger effect; inhibition, % at 20 µM, or IC50 in µM where a hit was titrated; 0.42% of 190,000 active;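 also: plate controls were DMSO vehicle for no effect and wells lacking substrate for full effect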
# Yfh1-off respiration – enhancers of respiration in Yfh1-depleted yeast, dose response, Friedreich's ataxia, plus single-dose screen (AID 1465); S. cerevisiae Yfh1-off respiration, WST-1 reduction, 72 h; higher fold induction means a stronger effect; one-dose fold induction at 50 µM; EC50 in µM for titrated hits; 0.074% of 220,000 active;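 active = fold induction of absorbance versus untreated yeast above a set limit, then at least 30% activation at any dose in follow-up; inconclusive = repeats straddling the limit, or above it without dose testing; inactive = fold induction below the set limit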;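 also: activators that raise dye reduction in frataxin-depleted yeast; strong numbers were not always called active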
# XIAP antagonists – small molecules displacing peptide from XIAP – biochemical, IAP family, fluorescence polarization (AID 1018). XIAP BIR domain, fluorescence polarization peptide displacement; higher % means a stronger effect. one-dose displacement, % at 20 µM; IC50 in µM for titrated hits. 0.007% of 200,000 active; in the data active = displacement above about 50%; also: a part of the inactive calls stands beside numbers as strong as those of hits
# LYP phosphatase – inhibitors of LYP phosphatase, biochemical, fluorescence intensity, uHTS (AID 1779); recombinant LYP phosphatase, fluorescence intensity; higher % means a stronger effect; one-dose inhibition, % at 11.5 µM; IC50 in µM for titrated hits; 0.054% of 290,000 active;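 also: plate controls were vehicle with enzyme for no effect and no enzyme for full effect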
# P. falciparum M17LAP – P. falciparum M17LAP inhibitors, primary screen, biochemical, fluorogenic H-Leu-NHMec substrate, 1536-well (AID 1619). recombinant M17LAP, H-Leu-NHMec fluorogenic kinetic assay; higher % means a stronger effect. inhibition, % at 30 µM; hits with a dose series show IC50 in µM. 0.38% of 220,000 active;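 active = compound inhibiting the enzyme by more than half at any dose during confirmatory dose-response retesting; inconclusive = strong single-dose inhibitors picked by rank but not retested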;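 also: plate controls were full reaction with DMSO carrier for no effect and no enzyme background for full effect; strong numbers were not always called active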
# M1AAP inhibition – P. falciparum M1AAP inhibitors, biochemical, fluorogenic H-Leu-NHMec substrate, 1536-well (AID 1445); 0.42% of 220,000 active; inhibition, % at 30 µM, or IC50 in µM where a hit was titrated; recombinant M1AAP, H-Leu-NHMec fluorogenic kinetic assay; higher % means a stronger effect;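 active = primary inhibition above the hit cutoff, then over 50% inhibition at one or more dose response concentrations, cut at about 23% in these data, passing the limit was not always enough; inconclusive = conflicting primary data, or primary hits not chosen for dose response; inactive = low primary inhibition, or under 50% at every dose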;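 also: plate controls were DMSO full reaction for no effect and no enzyme background for full effect; strong numbers were not always called active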
# WT yeast gro inh mutant strain – second read-out of WT yeast gro inh, no call of its own (marks repeat the call); inhibition, %; mitochondrial fusion phenotypic screen, mutant strain inhibition
# Starred values were filed as active, the others as inactive; i = inactive; ? = inconclusive; . = no result given. Rule as the data show it, unless noted: active = inhibition above about 50%; inactive = the rest.
SMILES,human PMI inhibitors,WT yeast gro inh,WT yeast gro inh mutant strain,TNAP activation fold,human PMI inhibition,Yfh1-off respiration,XIAP antagonists,LYP phosphatase,P. falciparum M17LAP,M1AAP inhibition
COc1ccc(Nc2ccc(N3C(=O)CC(C)C3=O)cc2[N+](=O)[O-])cc1OC (stereo not given),29.4%,6.8,-5.1,0.8,5.2%,i,-8.5%,-9.5%,2.5%,7.5%
CCOC(=O)CSc1nc(C2CC2)cc(-c2ccc(Cl)cc2)c1C#N,7.1%,-0.5,2.7,1,22.6%,i,-3.3%,3.6%,-0.7%,-0.7%
CCOc1ccc(S(=O)(=O)N(CC(=O)Nc2cc(C)on2)Cc2ccccc2Cl)cc1,14.2%,.,.,1,10.2%,i,-1.8%,0.5%,-1.6%,8.0%
CC(C)CC(COCc1cccc(Cl)c1)N1CCN(C(=O)c2ccc(C(F)(F)F)cc2)CCC1=O (stereo not given),-2.2%,43.9,-8.3,1,-3.6%,i,-5.3%,9.3%,12.7%,4.3%
Cc1ccc(S(=O)(=O)CCC(=O)OCC(=O)N2CC(=O)Nc3ccccc32)cc1,3.3%,-7.7,0.6,1,3.1%,i,-6.3%,-5.5%,-3.4%,-0.2%
COc1cccc(C(=O)Nc2sc(C(C)C)cc2C(N)=O)c1OC,.,.,.,.,.,i,.,4.2%,16.6%,11.8%
Cc1cccc(C)c1NC(=O)CSc1nnc(C)n1CC1CCCO1 (stereo not given),.,-17.6,-4.2,1.1,.,i,-8.4%,-3.5%,-0.4%,1.8%
COc1ccccc1C(=O)Nc1ccc(OCc2nnc3c4ccccc4c(C)nn23)cc1,6.2%,8.4,12.9,1.1,2.0%,i,-6.1%,4.4%,-2.5%,2.6%
COc1cnc(SCCC(F)=C(F)F)[nH]c1=O,-11.2%,-8.7,2.1,1.1,-19.3%,i,-4.1%,-9.9%,6.2%,4.7%
C=CCn1c(SCC(=O)Nc2sccc2C#N)nc2sc(C)c(C)c2c1=O,-5.5%,-3.5,3.6,1.1,1.8%,?,-14.8%,-2.4%,9.5%,2.7%
CCCC(=O)Nc1ccccc1-c1nnn(CC(=O)Nc2ccc(OCC)cc2)n1,-8.7%,-14.7,-4.0,1.1,-7.0%,i,-11.2%,-7.4%,4.5%,8.6%
Cn1cc([N+](=O)[O-])c(C(=O)N/N=C/c2ccc3c(c2)OCO3)n1,-1.2%,5.5,9.0,1,-8.7%,i,-1.6%,-1.3%,23.8%,14.6%
CCN1C(=O)C(=O)N(CC(=O)Nc2ccccc2Oc2ccccc2)C1=O,7.6%,7.1,-0.2,1,6.3%,i,-10.4%,-4.9%,9.0%,13.7%
COc1cc(C2C(C#N)=C(N)Oc3n[nH]c(-c4cccs4)c32)cc(OC)c1O (stereo not given),49.3%,-1.9,0.9,0.5,18.1%,i,-3.4%,-2.0%,5.9%,16.8%
O=C(Nc1ccccc1)NC1CCCc2ccccc21 (stereo not given),8.0%,9.2,-10.9,1.1,11.7%,i,-5.0%,-4.1%,-4.8%,-1.4%
CCN(CC)CCSc1nc(O)c(-c2ccccc2)c(=O)[nH]1,4.7%,-8.4,-7.2,1.1,6.0%,i,-4.7%,-7.6%,-1.9%,0.4%
O=C(NCc1cccnc1)c1ccc(Cn2cc(C(F)(F)F)ccc2=O)cc1,-4.1%,13.5,14.2,1.1,-4.6%,i,-9.6%,-2.0%,-1.8%,4.2%
CCN1CCCC1CNc1ncnc2c1[nH]c1ccc(Cl)cc12 (stereo not given),16.3%,-5.0,10.1,1.1,8.0%,i,-15.0%,-5.5%,5.3%,14.6%
CCCCCCN1C=CC(=C2C(=O)c3ccccc3C2=O)C=C1,-9.6%,33.1,39.5,1,-17.4%,i,-5.6%,0.0%,5.0%,0.5%
O=C(NCCNc1ccc([N+](=O)[O-])cc1)c1cccc2c(Br)cccc12,-2.2%,-8.3,12.8,1,-3.6%,i,-1.2%,-1.4%,-15.5%,7.9%
CC(=O)C1C(=O)CC(c2ccc(Cl)cc2)CC1=O (stereo not given),.,.,.,.,.,i,.,-7.9%,23.2%,0.4%
CC1(C)CC(=O)C(C=NCCN2CCOCC2)=C(O)C1,-1.3%,-1.7,2.1,1.2,-4.4%,i,-2.9%,-6.1%,1.8%,1.9%
COc1cccc(/C=C/C(=O)c2cccc([N+](=O)[O-])c2)c1OC,31.2%,-13.3,12.3,1.1,17.3%,i,-2.9%,-0.2%,-1.7%,6.4%
S=c1[nH]nc(C2CCCCC2)n1/N=C/c1ccncc1,-10.7%,-2.6,0.7,0.9,-2.5%,i,-2.4%,-2.2%,-5.9%,-5.9%
CN(C)CCNc1c(N)c(=O)oc2ccccc12,-1.1%,-3.3,6.5,1,-1.5%,i,-4.0%,3.1%,6.0%,2.8%
O=C(Nc1ccccc1F)c1cnccn1,-4.4%,6.8,13.2,1.1,-14.4%,i,-2.5%,-10.5%,0.9%,9.9%
COc1cc2c(cc1NC(=O)C(C)OC(=O)C1CC(=O)N(Cc3ccco3)C1)oc1ccccc12 (stereo not given),8.7%,26.7,29.9,0.7,-0.7%,i,-4.8%,5.1%,3.0%,-4.0%
CN(CC(=O)N1CCCCCC1)S(=O)(=O)c1cccc2cccnc12,1.1%,-6.5,0.7,0.8,-12.2%,i,-5.2%,5.1%,3.9%,1.8%
COc1ccc(S(=O)(=O)N2CCOCC2)cc1Br,6.3%,14.6,8.9,1.1,6.3%,i,0.1%,-6.7%,-2.0%,1.1%
C=CCNc1nc(-c2cccc(OC)c2O)nc2ccccc12,9.1%,-36.4,-16.9,1,4.9%,i,-5.8%,-13.7%,-7.0%,7.9%
O=C(CCS(=O)(=O)Cc1ccccc1)N1CCN(c2ccc([N+](=O)[O-])cc2)CC1,21.7%,-1.2,-11.5,1,8.4%,i,-6.7%,-3.2%,2.4%,6.7%
COCCNC(=O)c1ccccc1NC(=O)CCSc1ccccc1,-11.6%,-1.3,4.3,1,-13.2%,i,-6.6%,1.7%,-6.9%,3.5%
CN(C)S(=O)(=O)c1ccc(C(=O)Nc2nnc(SCc3cccc(F)c3)s2)cc1,-12.2%,10.0,10.6,1.1,-14.8%,i,-5.1%,-5.1%,1.5%,14.2%
CCCc1nc(N2CCN(S(=O)(=O)c3ccc(Cl)cc3)CC2)c2c(C)c(C)sc2n1,14.7%,-1.4,-22.1,1.1,19.5%,i,-11.1%,1.5%,-4.4%,-0.7%
O=C(N/N=C/c1ccncc1)C1C2CCCCCCC21 (stereo not given),6.1%,-7.1,-2.7,1.1,2.8%,i,-12.1%,-3.5%,-0.7%,2.6%
Cc1ccc(C2=C/C(=C/c3cccs3)C(=O)O2)cc1,-11.3%,23.2,-1.4,1,-2.2%,i,-0.4%,-2.8%,1.2%,-0.4%
Cc1ccc(S(=O)(=O)N2CCN(C(C)CC(=O)O)CC2)cc1 (stereo not given),-0.1%,-0.6,9.4,1.1,-3.2%,i,-7.1%,-4.4%,-4.0%,0.5%
CCN(CC)S(=O)(=O)c1cccc(NC(=O)COC(=O)CCC(=O)c2ccc(F)cc2)c1,9.8%,7.8,-8.1,1.2,7.5%,i,-3.4%,-1.1%,11.6%,1.2%
Cc1ccc(C(=O)N/C(=C\c2ccc(F)cc2)C(=O)NCc2ccncc2)cc1,-3.2%,5.0,9.4,1.1,6.7%,i,-6.6%,-8.8%,14.2%,-0.5%
CN(C)CCOCCP(=O)(c1ccccc1)c1ccccc1,-1.5%,-8.4,-10.2,1.1,4.8%,i,-4.2%,-6.1%,-15.4%,8.6%
CC(=O)Nc1cc(C(=O)N2CCCC2)ccc1S(=O)(=O)c1ccc(Cl)cc1,2.8%,1.1,14.3,1.1,1.6%,i,-6.9%,1.8%,-12.9%,3.8%
COc1ccc(-c2nsc(C(=O)N(c3ccc(F)cc3)C(C(=O)NC3CCCC3)c3ccc(OC)cc3)c2N)cc1 (stereo not given),-1.5%,7.1,-3.8,1.1,4.7%,i,-3.0%,6.1%,10.5%,3.5%
CCCc1c(C)nc2c(Br)cccc2c1Cl,-5.4%,15.4,10.4,1.1,5.0%,i,-0.7%,-10.9%,-3.1%,5.4%
O=c1c2ccccc2nc2n1CCN2,-0.3%,3.5,-4.0,1.2,-1.8%,i,0.7%,-2.9%,-26.1%,-0.6%
O=C(Nc1cccc(F)c1)N1CCC(n2c(=O)[nH]c3ccccc32)CC1,.,.,.,.,.,i,.,-4.8%,10.3%,1.0%
Cc1nn(-c2ccccc2)c2[nH]c(=O)c(CNCCN3CCOCC3)cc12,4.3%,2.8,-2.6,1.1,7.0%,i,-3.7%,-7.3%,-1.3%,-2.2%
COc1ccc2c(CC(=O)Nc3cccc(S(=O)(=O)N4CCOCC4)c3)coc2c1,2.2%,-0.7,5.0,1.1,13.6%,i,-7.3%,-4.6%,2.0%,4.8%
Cc1ccc(NC(=O)CCNS(=O)(=O)c2cc(Br)cnc2N)cc1Cl,8.6%,-4.7,-6.6,1.1,8.1%,i,-5.0%,3.7%,15.3%,5.6%
CCC(=O)c1ccc(OCC(=O)NCCc2ccccn2)cc1,-3.7%,21.4,-1.2,1,-10.5%,i,-12.3%,1.0%,2.4%,-2.3%
O=C(CCN1C(=O)c2ccccc2C1=O)OCN1C(=O)c2ccccc2C1=O,-6.9%,-3.1,3.4,1.2,-7.7%,i,-7.3%,-10.5%,-10.3%,-2.9%

# Among those listed so far, these contain an NH in an aromatic ring:
SMILES,human PMI inhibitors,WT yeast gro inh,WT yeast gro inh mutant strain,TNAP activation fold,human PMI inhibition,Yfh1-off respiration,XIAP antagonists,LYP phosphatase,P. falciparum M17LAP,M1AAP inhibition
COc1cnc(SCCC(F)=C(F)F)[nH]c1=O,-11.2%,-8.7,2.1,1.1,-19.3%,i,-4.1%,-9.9%,6.2%,4.7%
COc1cc(C2C(C#N)=C(N)Oc3n[nH]c(-c4cccs4)c32)cc(OC)c1O (stereo not given),49.3%,-1.9,0.9,0.5,18.1%,i,-3.4%,-2.0%,5.9%,16.8%
CCN(CC)CCSc1nc(O)c(-c2ccccc2)c(=O)[nH]1,4.7%,-8.4,-7.2,1.1,6.0%,i,-4.7%,-7.6%,-1.9%,0.4%
CCN1CCCC1CNc1ncnc2c1[nH]c1ccc(Cl)cc12 (stereo not given),16.3%,-5.0,10.1,1.1,8.0%,i,-15.0%,-5.5%,5.3%,14.6%
S=c1[nH]nc(C2CCCCC2)n1/N=C/c1ccncc1,-10.7%,-2.6,0.7,0.9,-2.5%,i,-2.4%,-2.2%,-5.9%,-5.9%
O=C(Nc1cccc(F)c1)N1CCC(n2c(=O)[nH]c3ccccc32)CC1,.,.,.,.,.,i,.,-4.8%,10.3%,1.0%
Cc1nn(-c2ccccc2)c2[nH]c(=O)c(CNCCN3CCOCC3)cc12,4.3%,2.8,-2.6,1.1,7.0%,i,-3.7%,-7.3%,-1.3%,-2.2%
